From PubChem
D2 agonist – D2 dopamine receptor (human) agonism; P14416; HEK293 T-REx D2 cells, calcium flux agonist mode; AID 485358; 340,000 tested, 0.53% active; activation, % at 2 µM;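 active = activation over 3 SD above normal in the single-dose calcium agonist read, cut at about 30% in these data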; also: 0% is about no effect
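Tetracycline-induced HEK293 Trex cells with D2 receptor force-coupled to calcium signaling, plated overnight at 30 C and loaded with no-wash calcium dye. Calcium flux read kinetically for 180 s after compound addition; responses flag agonists.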
D1 ag – activates the human D1 dopamine receptor. activation, % at 2 µM. P21728. 360,000 tested, 1% active. HEK293 T-REx D1 cells, calcium flux, agonist mode; in the data active = activation above about 30%; also: 0% is about no effect
Target sequence (P21728 whole entry, looked up): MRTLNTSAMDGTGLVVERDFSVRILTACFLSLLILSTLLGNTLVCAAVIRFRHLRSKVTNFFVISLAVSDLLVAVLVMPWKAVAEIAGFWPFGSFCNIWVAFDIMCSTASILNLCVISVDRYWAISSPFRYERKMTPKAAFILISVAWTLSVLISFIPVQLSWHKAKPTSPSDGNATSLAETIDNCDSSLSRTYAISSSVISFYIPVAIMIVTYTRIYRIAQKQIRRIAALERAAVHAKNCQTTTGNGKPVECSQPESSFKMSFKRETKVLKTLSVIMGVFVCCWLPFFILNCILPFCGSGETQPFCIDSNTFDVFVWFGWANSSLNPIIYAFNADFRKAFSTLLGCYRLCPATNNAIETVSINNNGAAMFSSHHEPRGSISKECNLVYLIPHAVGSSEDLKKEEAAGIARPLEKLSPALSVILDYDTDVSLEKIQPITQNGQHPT
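Inducible HEK293 T-REx D1 cells, force-coupled to calcium signalling, were plated at 4000 cells/well with tetracycline and held overnight at 30 C. After no-wash calcium dye loading, compound-evoked calcium rise over 180 s flagged agonists.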
RXFP1 antagonist – antagonists of human relaxin receptor RXFP1; HEK293-RXFP1, relaxin-stimulated cAMP HTRF, 30 min; stronger effect = lower value; activity change, negative = inhibition, % at 57.5 µM; 350,000 tested, 0.59% active;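 active = activity change of -60% or lower, but not beyond a set lower limit; inconclusive = change between -60% and -40%, or beyond the set limit; inactive = change above -40%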; also: % is scaled to controls: 0 for no effect and ±100 for the full control effect
RXFP1 agonist – RXFP1 (human) receptor agonism; HEK293T-RXFP1 cAMP TR-FRET, 30 min; response scale: percent of porcine relaxin response, buffer zero; Potency, µM (series often up to 57.5 µM), inactives show at the top dose activation, usual class: activators; 370,000 tested, 0.3% active; active = well fitted activation curve with a large enough effect; inconclusive = small, poorly fitted or top-dose-only effect; also: potency is read from the fitted curve at half-maximal effect; % is scaled to controls: 0 for no effect and ±100 for the full control effect; nearly all actives have a fitted effect of over 60% in size; many of its hits are not listed in these tables
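Agonist response is measured as cAMP accumulation in an RXFP1-transfected HEK293T line under PDE4 inhibition. Values are scaled between buffer-only and 29 nM porcine relaxin, and EC50s come from standard Hill equation fits.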
TRHR PAM – allosteric enhancers of human TRH receptor | enhancement, % at 2 µM | P34981 | 360,000 tested, 0.66% active | AID 493056 | TRHR cells, fluo-8 calcium fluorescence, EC20 TRH enhancement; in the data active = enhancement above about 30%; also: 0% is about no effect
Target sequence (P34981 whole entry, looked up): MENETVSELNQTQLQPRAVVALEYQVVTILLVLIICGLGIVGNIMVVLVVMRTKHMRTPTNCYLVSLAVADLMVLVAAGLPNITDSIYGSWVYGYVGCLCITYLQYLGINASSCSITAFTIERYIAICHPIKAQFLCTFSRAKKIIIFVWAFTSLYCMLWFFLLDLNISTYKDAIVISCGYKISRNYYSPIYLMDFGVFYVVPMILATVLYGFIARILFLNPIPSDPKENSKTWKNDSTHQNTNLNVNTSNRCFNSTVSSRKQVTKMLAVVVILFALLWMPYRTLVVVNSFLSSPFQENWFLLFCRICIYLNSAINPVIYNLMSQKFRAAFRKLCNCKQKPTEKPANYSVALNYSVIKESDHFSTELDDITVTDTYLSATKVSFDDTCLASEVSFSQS
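TRHR-expressing cells loaded with fluo-8 calcium dye were read kinetically (ex 480/em 530) during compound addition, then stimulated with an EC20 of TRH (10 nM final). Enhancement of the Gq-mediated intracellular calcium response was scored.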
D2 antag – antagonists of human D2 dopamine receptor; 340,000 tested, 2% active; P14416; inhibition, % at 10 µM; HEK293 TREx D2 cells, calcium flux, dopamine EC80; in the data active = inhibition above about 30%; also: 0% is about no effect
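Dopamine at EC80 is the agonist stimulus; test compounds precede it by 180 s. Calcium flux read kinetically in a force-coupled, inducible HEK293 T-REx D2 cell line.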
D1 antag – blocks dopamine activation of the human D1 receptor | P21728 | HEK293 TREx D1 cells, calcium flux, dopamine EC80; stronger effect = lower value | activity change, negative = inhibition, % at 10 µM | 360,000 tested, 3.2% active; in the data active = activity change below about -30%; also: % is scaled to controls: 0 for no effect and ±100 for the full control effect
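Tetracycline-induced HEK293 T-REx cells with force-coupled D1 receptor were loaded with a no-wash calcium dye. Compound was added after a 10 s baseline and read kinetically for 180 s; EC80 dopamine was then added and calcium flux followed another 180 s.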
D2 potentiator – D2 dopamine receptor (human) potentiation | potentiation, % at 10 µM | 340,000 tested, 0.34% active | AID 485347 | P14416 | HEK293 T-REx D2, calcium flux, EC20 dopamine potentiation;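 active = potentiation over 3 SD above the plate norm, cut at about 30% in these data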; also: 0% is about no effect
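Cells plated with tetracycline inducer and held overnight at 30 C; calcium dye loaded 30–90 min at room temperature; baseline taken, compound added and read 180 s; EC20 dopamine then added and read 180 s.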
D1 potentiator – potentiators of human D1 dopamine receptor; 360,000 tested, 0.036% active; HEK293 TREx D1 cells, calcium flux, dopamine EC20 potentiation; P21728; potentiation, % at 10 µM; in the data active = potentiation above about 30%; also: 0% is about no effect
An asterisk follows results filed as active; ? = inconclusive; . = not tested or not shown; & = joins results of further samples; ! = not confirmed by another sample.

compound	D2 agonist	D1 ag	RXFP1 antagonist	RXFP1 agonist	TRHR PAM	D2 antag	D1 antag	D2 potentiator	D1 potentiator
O=S(=O)(/N=C(/Nc1cccc2ccccc12)c1ccccc1)c1ccc(Br)cc1	-0.2	5	-29	1.7%	-4	1	2	8	-4
COc1ccc(/C=N/Nc2cn[nH]c(=O)c2Cl)cc1	2.2	0	-2	-0.1%	-7	-3	5	-7	0
COc1ccc(Cn2nnnc2C(c2cc3cc(C)ccc3[nH]c2=O)N2CCN(C)CC2)cc1 (stereo not drawn)	0.7	3	-1	0.1%	-4	-2	11	-1	-1
COc1cc(NC(=S)NCc2cccnc2)cc(OC)c1OC	-0.2	2	-11	-2.3%	2	14	6	-5	0
Oc1ccc(N=Nc2cccc(Cl)c2)cc1C=Nc1ccc(N2CCOCC2)cc1	-0.3	2	-3	0.9%	4	-11	-14	10	-10
CCn1c(SC(C)C(=O)O)nc2sc3c(c2c1=O)CCC3 (stereo not drawn)	0.1	1	-14	0.9%	-3	-2	0	1	5
N#Cc1ccccc1NC1=CC(=O)CCC1	1.0	0	1	0.2%	3	15	-14	-2	-8
COc1ccc(Cl)cc1NC(=O)CSC1=Nc2ccccc2C2=NC(CC(=O)NC3CCCCC3)C(=O)N12 (stereo not drawn)	0.2	6	-24	1.9%	-20	.	3	3	4
CN(Cc1ccccc1)C(=O)CSc1nc2ccccc2[nH]1	-0.4	-1	-3	3.5%	7	0	1	-3	-1
CC1CN(C(=O)COc2ccc3ccccc3c2Br)CC(C)O1 (stereo not drawn)	0.3	0	-7	11%	-3	-7	-14	16	-7
COc1ccccc1C(=O)N1CCN(c2ccc(N3CCOCC3)nn2)CC1	-0.3	5	-13	0.0%	0	6	4	4	-4
CC(C)c1ccc(NC(=O)NCc2ccc(F)cc2)cc1	-1.5	9	-5	-1.0%	0	15	-19	-15	-12
COc1ccccc1N1CCN(C(=O)C2CCN(S(=O)(=O)c3ccc4c(c3)CC(C)N4C(=O)C3CC3)CC2)CC1 (stereo not drawn)	.	-1	-7	1.1%	0	.	4	10	1
O=C(N/N=C/c1ccccc1C(=O)O)C(=O)N1CCCCC1	0.4	2	20	2.1%	1	5	5	8	4
Cc1ccc(NC(=O)Cc2csc(-c3ccccc3)n2)cc1F	-1.6	6	-12	2.3%	6	-11	-26	-12	-3
CCSc1nnc(NC(=O)C2C3C=CC(C3)C2C(=O)O)s1 (stereo not drawn)	-1.4	3	-10	2.1%	6	-6	-46*	6	-10
Nc1c(C(=O)CSc2nccn2-c2cccc(F)c2)c(=O)[nH]c(=O)n1C1CC1	.	3	9	-1.2%	-5	.	-31*	.	-3
O=S(=O)(NCc1ccccc1)c1cccc(S(=O)(=O)N2CCOCC2)c1	0.6	2	0	2.1%	-4	24	5	15	-3
O=C(c1ccc(-c2ccccc2)cc1)C1CCCN(C(=O)c2cncs2)C1 (stereo not drawn)	0.7	5	-1	0.4%	14	2	-3	4	0
CCc1ccc(C(O)(c2ccccc2OC)C(CN2CCOCC2)c2ccccc2)cc1 (stereo not drawn)	13	7	-16	0.5%	7	2	-4	-4	-2

3 compounds already listed, ordered by molar mass, rising:
compound	D2 agonist	D1 ag	RXFP1 antagonist	RXFP1 agonist	TRHR PAM	D2 antag	D1 antag	D2 potentiator	D1 potentiator
CCn1c(SC(C)C(=O)O)nc2sc3c(c2c1=O)CCC3 (stereo not drawn)	0.1	1	-14	0.9%	-3	-2	0	1	5
COc1cc(NC(=S)NCc2cccnc2)cc(OC)c1OC	-0.2	2	-11	-2.3%	2	14	6	-5	0
COc1ccc(Cn2nnnc2C(c2cc3cc(C)ccc3[nH]c2=O)N2CCN(C)CC2)cc1 (stereo not drawn)	0.7	3	-1	0.1%	-4	-2	11	-1	-1

(continued)
compound	D2 agonist	D1 ag	RXFP1 antagonist	RXFP1 agonist	TRHR PAM	D2 antag	D1 antag	D2 potentiator	D1 potentiator
COc1cc(OC)c(N(C)C(=O)CCNC(=O)Cn2cnc3ccccc3c2=O)cc1Cl	-0.4&-1.9	0&-2	5	1.5%&0.4%	30*!	10	4&-10	3&-2	-5&0
COc1ccc(CNC(=O)CN2CCN(c3ccccc3O)CC2)cc1OC	0.7	3	5	1.7%	0	-5	-23	-1	-10
COc1cccc(NC(=S)N(C)C2CCN(C)CC2)c1	0.0	3	-9	-0.5%	6	-7	-4	-8	4
CCOC(=O)Cc1csc(NC(=O)c2ccco2)n1	1.2	5	-11	-0.1%	-3	-12	-2	7	4
COc1cc(C#N)c(NS(=O)(=O)c2ccc3[nH]c(=O)sc3c2)cc1OC	.	2	1	4.7%	-1	.	-5	-8	-4
O=C(O)c1nn(-c2ccccc2-c2n[nH]c(=O)[nH]c2=O)c(=O)[nH]c1=O	-2.0	2	.	0.0%	4	-27	-2	12	-6
N=c1ccn(Cc2cccc(F)c2)cc1	1.8	2	-5	-1.1%	3	7	8	-2	-4
COc1cccc(OC)c1C(=O)Nc1ccc(S(=O)(=O)Nc2cc(C)nc(C)n2)cc1	-0.2	3	-7	1.2%	-3	12	-8	1	-3
CCCCOc1ccc(C(=O)NCCc2csc3nc(-c4ccccc4F)nn23)cc1	-0.2	4	-13	2.4%	11	.	15	-2	3
CCOC(=O)c1c(C)c(C)n(Cc2ccc(OC)c(OC)c2)c1C	0.7	9	2	1.4%	-3	-18	5	-1	-3
Clc1ccc2[nH]c3c(N4CCC5(CC4)OCCO5)ncnc3c2c1	1.3	9	-11	4.1%	-5	-28	-35*	2	-4
O=C(Cn1cc([N+](=O)[O-])cn1)Nc1ccc(Cn2cc(Br)cn2)cc1	2.5	17	-8	-0.9%	-2	-25	6	2	-5
c1ccc(Nc2c(-c3ccccc3)nc3ncccn23)cc1	-0.8	5	.	-2.0%	-1	.	-10	4	-2
O=C(Cn1c(=O)n(CC2CCCO2)c(=O)c2ccccc21)c1ccccc1 (stereo not drawn)	.	-1	-5	-0.2%	-8	.	1	.	-4
Cc1ccc2cc(C#N)c(NCCNC(=O)C3CCC3)nc2c1C	-0.6	0	5	2.0%	2	-10	-3	13	0
CCCc1cc(=O)[nH]c(Nc2ccc(O)cc2C)n1	.	5	3	2.7%	-5	.	-6	-5	1
Cc1ccc(C(=O)Nc2ccncc2)cc1[N+](=O)[O-]	1.0	11	1	3.8%	-5	11	-1	6	-2
NC(=O)C1CCN(C(=O)CCSc2ccc(Cl)cc2)CC1	-0.1	1	-11	0.0%	-5	1	13	-2	-1
COc1cccc(N=Nc2c(N)[nH]n3c(=O)cc(-c4ccccc4)nc23)c1	-0.2	2	-8	1.0%	7	-2	-40*	1	-5
Cc1ccc(F)cc1NC(=O)c1ccc(NS(=O)(=O)c2ccc(Br)s2)cc1	-1.3	4	0	1.7%	5	-1	3	5	-2
COc1cccc(NC(=S)NCc2ccc3c(c2)cc(C)n3C)c1	1.2	0	-14	0.6%	14	-2	2	-2	-4
COc1ccc(S(=O)(=O)N2CCCCCC2)cc1C(=O)N1CCCCC1	0.1	4	-8	0.5%	5	-11	-5	-4	4
COc1ccc(-c2nc(CNS(=O)(=O)c3ccc(Br)cc3)cs2)cc1	0.4	8	-26	0.2%	-2	.	-17	-7	-3
Cc1cc(C)cc(NC(=O)c2sc3nc(-c4cc5ccccc5oc4=O)[nH]c(=O)c3c2C)c1	0.7	4	-10	5.7%	-4	.	6	-9	-3
O=C(COc1ccccc1/C=C1\SC(=O)NC1=O)Nc1ccc(F)cc1	-1.4	-1	?	0.1%	9	16	-17	-1	1
CC(=O)N1CCN(C(=O)c2ccc(Cl)c(S(=O)(=O)N3CCCCCC3)c2)CC1	0.6	3	-10	-0.2%	3	32*	5	7	.
CC(OC(=O)C1CC(=O)N(Cc2ccco2)C1)C(=O)Nc1cccc(C#N)c1 (stereo not drawn)	0.2	1	-16	1.0%	-1	10	-16	15	1
COc1ccccc1N1CCN(S(C)(=O)=O)CC1	0.3	0	7	3.2%	0	-1	5	-4	2
O=C(C1CCN(S(=O)(=O)c2cccnc2)CC1)N1CCCCC1	-0.1	1	-7	-0.7%	-3	-12	-9	-10	9
COc1ccccc1/C=N/NC(=O)CSc1cc(C)nc2ccccc12	-0.1	2	-4	0.6%	-5	-3	7	19	3
CCOC(=O)c1cnc(SC)nc1Oc1cccc(NS(=O)(=O)c2ccc(F)cc2)c1	-1.1	4	10	-1.7%	-1	-6	1	-10	-1
CCOC(=O)c1c(C)oc2ccc(O)c(CN3CCCCC3)c12	0.6	-2	-26	0.6%	-2	2	10	-7	3
Cc1sc2ncnc(SCC(=O)NNC(=O)c3ccco3)c2c1C	0.1	0	0	9.9%	-6	-15	-12	2	6
COc1ccc(S(=O)(=O)Nc2cccc3cccnc23)cc1	.	18	.	.	-4	.	11	.	-5
O=C1C2(CCCC13COC(c1ccc(O)cc1)OC3)COC(c1ccc(O)cc1)OC2 (stereo not drawn)	-0.9	5	9	-0.4%	-9	-28	-20	-4	3
COc1ccc(C(=O)OCC(=O)c2cc(OC)ccc2OC)c(OC)c1	-1.9	0	1	3.0%	-1	0	14	-11	-4
Cc1onc(-c2ccccc2Cl)c1C(=O)Nc1nnc(-c2ccc(Br)cc2)s1	0.8	1	7	22%	-12	13	-13	-7	0
COC(=O)c1scc(-c2ccccc2)c1S(=O)(=O)Nc1cccc(C)c1C	.	4	.	4.3%	-3	.	-6	-9	-5
c1coc(CNCCCN2CCOCC2)c1	.	1	-1	-0.1%	2	.	-3	.	6
Cc1ccc(S(=O)(=O)NCCc2ccccc2)cc1	0.7	2	3	2.7%	4	-1	0	5	1
COc1cc(/C=C/C(=O)OCC(=O)N(C)C2CCS(=O)(=O)C2)ccc1OC(F)F (stereo not drawn)	0.4	7	3	-0.5%	6	3	7	-5	3
COCCN(C(=O)c1cc(Cl)ccn1)c1c(N)n(Cc2ccccc2)c(=O)[nH]c1=O	0.2	0	-6	-0.3%	-3	-11	5	-4	1
COc1ccc(Cn2cnc3sccc3c2=O)cc1	0.5	2	0	5.2%	1	5	4	16	1
CCOc1ccc(S(=O)(=O)NCCC(=O)NCC(C)(C)N2CCOCC2)cc1	0.3	0	9	1.4%	4	9	-28	2	-13
Cc1cccc(C(C)C)c1NC(=O)C1CCN(S(=O)(=O)c2ccccc2)CC1	0.4	4	-11	0.3%	-2	-7	-25	-7	-6
CSc1ccccc1C(=O)NCCCOC(C)C	0.5	1	9	0.8%	1	0	1	3	-1
CCCCn1c(CNC(=O)Cc2ccccc2)nc2ccccc21	.	-1	6	0.4%	6	.	7	.	3
Cc1ccc(S(=O)(=O)N2CCCCC2)cc1NC(=O)CSc1nnc(N)s1	-0.4	2	-3	1.5%	5	-2	1	5	-6

Not all compounds are listed; rates above refer to the full screens.
